procasp7 counter – procaspase-7 activators, primary screen, counter-screen for procaspase-3 activator project, biochemical, absorbance, HTS, human; Caspase-7 (Homo sapiens), P55210; recombinant procaspase-7, Ac-DEVD-pNA absorbance 405 nm; D23A/D198A/D206A triple mutant, cannot self-cleave; scale: DMSO 0, 5 µM enzyme 100; activation, % at 8.5 µM; hit rate 0.093% among 330,000; AID 463210, 2010;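 active = percent activation above the screen-wide mean plus 3 SD, cut at about 25% in these data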
Target sequence (P55210 whole entry D23A/D198A/D206A): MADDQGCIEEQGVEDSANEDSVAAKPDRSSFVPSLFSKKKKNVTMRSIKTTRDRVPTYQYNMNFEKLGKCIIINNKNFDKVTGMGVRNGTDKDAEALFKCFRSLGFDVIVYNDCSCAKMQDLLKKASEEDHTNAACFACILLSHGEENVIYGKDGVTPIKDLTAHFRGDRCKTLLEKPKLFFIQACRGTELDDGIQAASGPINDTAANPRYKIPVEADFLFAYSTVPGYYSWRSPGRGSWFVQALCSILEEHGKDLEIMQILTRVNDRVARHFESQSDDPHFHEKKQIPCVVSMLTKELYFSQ
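System: Uncleavable procaspase-7 mutant enzyme; Amount: 2 µM procaspase-7 mutant as dispensed; Schedule: 1 h compound preincubation, 2 h substrate cleavage, 25 °C; Measured by: 405 nm absorbance of p-nitroaniline; Evaluation: percent activation from buffer-corrected 0–120 min absorbance change; Control set: low DMSO alone, high DMSO plus 5 µM PC-7.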
MEP2-GFP yeast – modulators of MEP2-GFP levels in yeast, primary screen, S. cerevisiae, multiplex flow cytometry, MLPCN library | S. cerevisiae MEP2-GFP strain, 3 h; 100% = DMSO control level | hit rate 0.51% among 330,000 | GFP response vs DMSO, % at 10 µM;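 active = GFP response versus DMSO above a set limit, roughly screen mean plus 3 SD, cut at about 180% in these data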;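 note: median GFP fluorescence of the barcode-gated MEP2-GFP cells per well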
AHR activator – AHR activators, primary screen, cell-based, luminescence, luciferase reporter, human. AHR-responsive luciferase reporter cells. activation, % at 5 µM. hit rate 2.5% among 320,000; in the data active = activation above about 47%;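 note: 0% = vehicle wells and 100% = reference agonist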
CR mimetic SO – reduction of superoxide in aged yeast, primary screen, HTS; hit rate 0.18% among 330,000; S. cerevisiae aged cells, superoxide DHE fluorescence; stronger effect = lower value; superoxide response (% of plate mean), % at 10 µM; AID 2690, 2010;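 active = superoxide response under a set limit, about three screen SD below normal, cut at about 65% in these data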;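 note: yeast aged for seven days with compound at 30 °C before DHE staining; 100% = average MFI of all compound-treated wells on the plate with controls excluded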
proCasp3 act – activators of human procaspase-3 D3A mutant, primary screen, biochemical, absorbance, PC-3 D3A mutant, single concentration; Caspase-3 (Homo sapiens), P42574; recombinant procaspase-3 D3A, Ac-DEVD-pNA absorbance 405 nm; activation, % at 8.5 µM; hit rate 0.11% among 330,000; AID 463141, 2010;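 active = activation above the mean of all tested compounds plus 3 SD, cut at about 21% in these data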;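 note: 0% = DMSO alone and 100% = DMSO wells spiked with extra 5 µM PC-3 D3A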
Target sequence (P42574 whole entry D9A/D28A/D175A): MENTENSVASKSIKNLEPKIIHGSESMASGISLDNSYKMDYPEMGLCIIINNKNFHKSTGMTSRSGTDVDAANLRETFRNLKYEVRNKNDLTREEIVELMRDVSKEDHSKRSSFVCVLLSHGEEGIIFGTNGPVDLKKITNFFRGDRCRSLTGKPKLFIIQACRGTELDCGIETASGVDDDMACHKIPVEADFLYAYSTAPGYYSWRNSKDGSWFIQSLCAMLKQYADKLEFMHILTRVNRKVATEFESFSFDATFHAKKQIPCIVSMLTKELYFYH
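Test system: Procaspase-3 D3A mutant, all three cleavage aspartates alanine | Dosing: Single dose, 8.5 µM nominal compound, 0.8% DMSO | Schedule: 1 h preincubation, 2 h reaction | Technique: 405 nm absorbance of p-nitroaniline, reads at 0 and 120 min | Repeats: One well per compound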
LAP4 TOR yeast – modulators of LAP4-GFP expression in yeast, primary screen, S. cerevisiae, multiplex flow cytometry, MLPCN library | hit rate 0.34% among 320,000 | GFP response vs DMSO, % at 10 µM | 3 h; median GFP as percent of DMSO wells;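 active = GFP response vs DMSO above a set limit, about the screen mean plus 3 SD, cut at about 150% in these data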
JMJD2C inh – inhibitors of GASC-1 histone demethylase, primary screen, biochemical, fluorescence, DELFIA europium | inhibition, % at 2.35 µM | hit rate 0.069% among 330,000 | Lysine-specific demethylase 4C (Homo sapiens), Q9H3R0 | GST-JMJD2C(1-420) H3K9me3 demethylation | AID 2099, 2009;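 active = more than half of a compound's replicate wells show inhibition beyond 50%, single wells judged on their own value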;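 note: signal counts dimethyl H3K9 product captured on neutravidin plate; 0% = median of DMSO wells and 100% = 0.3 times that DMSO median; strong numbers were not always called active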
Target sequence (Q9H3R0 1-420 limits assumed): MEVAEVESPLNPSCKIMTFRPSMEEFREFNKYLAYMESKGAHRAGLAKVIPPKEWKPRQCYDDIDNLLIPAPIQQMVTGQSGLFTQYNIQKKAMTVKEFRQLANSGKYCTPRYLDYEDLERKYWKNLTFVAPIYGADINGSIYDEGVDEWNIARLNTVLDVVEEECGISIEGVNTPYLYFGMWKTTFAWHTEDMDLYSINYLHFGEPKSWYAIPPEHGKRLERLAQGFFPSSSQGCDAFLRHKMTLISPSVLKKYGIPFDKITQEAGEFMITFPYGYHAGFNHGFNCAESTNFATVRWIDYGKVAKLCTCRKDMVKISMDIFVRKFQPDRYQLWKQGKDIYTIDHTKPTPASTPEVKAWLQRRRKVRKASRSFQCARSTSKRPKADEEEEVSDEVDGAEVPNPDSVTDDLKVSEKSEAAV
RPL19A-GFP yeast – RPL19A-GFP expression modulators in yeast, primary screen, cell-based, S. cerevisiae, multiplex flow cytometry, MLPCN; hit rate 0.3% among 330,000; S. cerevisiae RPL19A-GFP strain, 3 h; stronger effect = lower value; percent response vs DMSO, % at 10 µM;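 active = percent response vs DMSO below 50%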;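 note: median channel GFP fluorescence of the barcoded RPL19A-GFP strain; ratio of sample median GFP to plate DMSO average so 100% = DMSO; lower means less RPL19A-GFP as with rapamycin TOR inhibition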
Active calls of the source: *; nt = not tested or not shown; & = joins results of further samples.

SMILES | procasp7 counter | MEP2-GFP yeast | AHR activator | CR mimetic SO | proCasp3 act | LAP4 TOR yeast | JMJD2C inh | RPL19A-GFP yeast
O=[N+]([O-])c1cc([N+](=O)[O-])c(Oc2ccc(Cl)c3cccnc23)cc1NN1CCCCC1 | -5 | 101 | 2 | 103 | -1 | 110 | -5 | 102
CC(C)(C)N1CC(COc2ccccc2)OC1=O (stereo not given) | -10 | 98 | 6 | 87 | -4 | 101 | 1 | 98
CCOc1ccccc1-n1c(COc2ccc(C)cc2)nnc1SCC(N)=O | 0 | 104 | 3 | 99 | -2 | 109 | -6 | 101
O=C(Nc1nnc(SCc2ccccc2)s1)c1cccs1 | -1 | 108 | 27 | 97 | 12 | 104 | 2 | 113
Cc1nnsc1NC(=O)OCc1ccccc1Cl | -2 | 104 | 4 | 93 | -5 | 99 | -3 | 101
COc1ccc(OCC(O)CN2CCCCC2)cc1 (stereo not given) | 5 | 100 | 1 | 125 | -6 | 91 | 26 | 104
COc1cc(NS(=O)(=O)c2ccc(NC(=O)c3ccc(F)cc3)cc2)ncn1 | -4 | 98 | 8 | 93 | -2 | 101 | 3 | 99
O=C(c1cc(-c2ccc(F)cc2)on1)N1CCCC1 | 8 | 101 | -2 | 75 | 14 | 104 | -3 | 93
O=C(NCCOc1ccccc1)C(=O)NCC1CCCO1 (stereo not given) | 5 | 107 | 4 | 93 | 4 | 106 | 0 | 95
O=C(CSc1nnc(-c2cccnc2)n1-c1ccccc1)Nc1ccccn1 | -18 | 109 | 2 | 108 | -1 | 101 | 0 | 104
CC1=CC(C)(C)[N+](C)(C)c2ccccc21 | -1 | 64 | -1 | 101 | -5 | 105 | 11 | 97
CCOCC(=O)Nc1nnc(Cc2ccc(OC)c(OC)c2)s1 | -20 | 104 | -1 | 83 | -9 | 96 | 10 | 103
COc1ccc(CN2CCC(C(N)=O)CC2)cc1OCc1ccccc1 | -6 | 98 | -1 | 98 | -2 | 81 | 4 | 94
Cc1cccc(NC(=O)[C@@H](CC(C)C)NC(=O)[C@@H]2Cc3ccccc3CN2)c1 | 7 | 86 | 7 | 95 | 3 | 85 | -4 | 86
CCc1ccc2n(-c3ccc(OC)cc3)c([S-])c(C(=O)Nc3cc(C)cc(C)c3)[n+]2c1 | 10 | 110 | 6 | 95 | -2 | 101 | -3 | 114
CCOC(=O)c1ccc(NC(=O)c2nc[nH]c2C(=O)NCCCCCNC(=O)OC(C)(C)C)cc1 | -8 | 99 | 3 | 97 | 1 | 122 | 16 | 108
CCOC(=O)C1(Cc2ccccc2C(F)(F)F)CCN(Cc2ccc(COC)o2)CC1 | 7 | 106 | 0 | 88 | 0 | 107 | -16 | 107
O=S(=O)(c1ccc(SCc2ccccc2)nc1)N1CCCCCC1 | -4 | 103 | 0 | 91 | 13 | 116 | -4 | 108
CCCCOC(=O)Nc1ccc(S(=O)(=O)Nc2ncccn2)cc1 | 2 | 108 | 3 | 162 | -4 | 97 | -6 | 109
CCN1C(=O)[C@@H]2[C@@H](c3ccc(SC4CCCCC4)cc3)N3CCCC[C@@]3(C(=O)OC)[C@@H]2C1=O | 1 | nt | -6 | nt | 7 | nt | -6 | nt
O=C(CSc1nc2c(c(=O)n1-c1ccccc1)SCC2)NCC1CCCO1 (stereo not given) | -10 | 99 | 0 | 91 | -1 | 103 | 0 | 97
CC1=C(C(=O)OCc2ccccc2)C(c2cccc([N+](=O)[O-])c2)NC(=O)N1CCCCCC(=O)O (stereo not given) | -1 | nt | 1 | nt | 4 | nt | -4 | nt
CCOc1ncccc1C(=O)OCC(=O)c1cc(OC)ccc1OC | 6 | 102 | 0 | 95 | 7 | 98 | -2 | 104
CCOC(=O)Cc1csc(NC(=O)c2cc(C)on2)n1 | -5 | 133 | 2 | 106 | 0 | 126 | -6 | 111
CCOc1ccc(CC(=O)OCN2C(=O)c3ccccc3C2=O)cc1 | -6 | 98 | 0 | 103 | -9 | 90 | -4 | 96

A different layout for some results above.
The line under a structure holds: procasp7 counter	MEP2-GFP yeast	AHR activator	CR mimetic SO	proCasp3 act	LAP4 TOR yeast	JMJD2C inh	RPL19A-GFP yeast
COc1ccc(CN2CCC(C(N)=O)CC2)cc1OCc1ccccc1
→ -6	98	-1	98	-2	81	4	94
CCOc1ncccc1C(=O)OCC(=O)c1cc(OC)ccc1OC
→ 6	102	0	95	7	98	-2	104
CCOC(=O)C1(Cc2ccccc2C(F)(F)F)CCN(Cc2ccc(COC)o2)CC1
→ 7	106	0	88	0	107	-16	107
CC(C)(C)N1CC(COc2ccccc2)OC1=O (stereo not given)
→ -10	98	6	87	-4	101	1	98
O=S(=O)(c1ccc(SCc2ccccc2)nc1)N1CCCCCC1
→ -4	103	0	91	13	116	-4	108

An excerpt from above in order of the LAP4 TOR yeast value, low to high.
SMILES,LAP4 TOR yeast
COc1ccc(CN2CCC(C(N)=O)CC2)cc1OCc1ccccc1,81
CCOc1ccc(CC(=O)OCN2C(=O)c3ccccc3C2=O)cc1,90
CCOCC(=O)Nc1nnc(Cc2ccc(OC)c(OC)c2)s1,96

Remaining list, next part
SMILES | procasp7 counter | MEP2-GFP yeast | AHR activator | CR mimetic SO | proCasp3 act | LAP4 TOR yeast | JMJD2C inh | RPL19A-GFP yeast
CCN1C(=O)[C@H]2[C@@H](c3ccc(SC4CCCCC4)cc3)N3CCCC[C@@]3(C(=O)OC)[C@H]2C1=O | 6 | 91 | -2 | 92 | -3 | 104 | 5 | 105
CCCN1C(=O)/C(=C/c2ccco2)SC1=Nc1ccc(OC)cc1 | 14 | 107 | 3 | 106 | -7 | 98 | -6 | 98
CSc1ccc(/C=N/NC(=O)CNc2ccc3ccccc3c2)cc1 | -14 | 95 | 68* | 99 | 1 | 85 | -2 | 95
CC(=O)Nc1c(Br)cc(N2C(=O)CCC2=O)cc1Br | -3 | 106 | 1 | 106 | 3 | 101 | 0 | 100
Cc1ccc(C)c(OCCC(=O)Nc2cccc(S(=O)(=O)NC3=NCCCCC3)c2)c1 | 7 | 102 | -1 | 97 | -6 | 94 | -11 | 96
Cc1ccc(Oc2nsnc2N2CCOCC2)cc1 | -8 | 102 | 2 | 104 | -10 | 101 | 0 | 101
COc1cccc(C(=O)Nc2nc(-c3ccc(S(=O)(=O)N4CCOCC4)cc3)cs2)c1 | 3 | 97 | -4 | 93 | 8 | 97 | -12&-2 | 96
NC(=O)CS(=O)(=O)c1nc2ccccc2n1CC(=O)N1CCCCC1 | 0 | 98 | 1 | 97 | 3 | 94 | 5 | 98
O=c1ccc(-c2ccc(S(=O)(=O)Nc3cccc(F)c3)o2)n[nH]1 | -2 | 110 | 0 | 99 | 3 | 108 | 1 | 108
CCOC(=O)C(Cc1ccc(NC(=O)/C(=C/c2ccc(OC(C)=O)cc2)NC(C)=O)cc1)N1C(=O)c2ccccc2C1=O (stereo not given) | 9 | 104 | 0 | 97 | -3 | 104 | -5 | 100
CCCC1=Nc2cc(C(=O)NCCN3CCOCC3)ccc2Sc2ccccc21 | 5 | 112 | 4 | 97 | 5 | 94 | -15 | 104
O=C(Nc1ccc2[nH]ncc2c1)c1ccccc1Br | -4 | 110 | 15 | 102 | 6 | 101 | -10 | 106
CCOC(=O)C1CCN(S(=O)(=O)c2cc(Cl)c(C)cc2OC)CC1 | -4 | 95 | 3 | 89 | 5 | 91 | 5 | 100
Cc1ccsc1/C=N/NC(=O)c1ccc2nc[nH]c2c1 | -5 | 101 | 5 | 94 | -3 | 93 | 42 | 102
CCCn1cc(CN2CCC(n3nccc3NC(=O)c3ccc4c(c3)OCO4)CC2)c(C)n1 | 8 | 98 | -1 | 99 | 9 | 99 | 4 | 100
CC(=O)N1CCN(C(=O)c2ccc3c(c2)OCO3)CC1 | 5 | 113 | -3 | 90 | 9 | 125 | -12 | 104
CC(C)NC(=O)c1ccc(S(=O)(=O)N(C)C)cc1 | 6 | 101 | 1 | 100 | 0 | 96 | 2 | 103
CCCOc1ccc(S(=O)(=O)Nc2ccccn2)c2ccccc12 | 1 | 101 | 3 | 96 | 4 | 95 | -1 | 103
CCC(C)c1ccccc1N1CC(C(=O)Nc2ccc(N3CCOCC3)cc2)CC1=O (stereo not given) | -9 | 100 | 1 | 93 | 8 | 104 | -6 | 104
COc1cccc(NC(=O)CSc2nc(C3CC3)nc3ccccc23)c1 | 6 | 101 | 0 | 96 | 6 | 89 | -13 | 93
Cc1ncc([N+](=O)[O-])n1Cc1ccc(Br)cc1 | 0 | 107 | -1 | 101 | 3 | 105 | -13 | 102
Cc1cc(NS(=O)(=O)c2ccc(NC(=O)CCCOc3ccc(Cl)cc3)cc2)no1 | 12 | 99 | 10 | 106 | 2 | 91 | 7&-3 | 100
Cc1nn(CC(=O)OCC(=O)c2ccc(OC(F)F)cc2)c(C)c1[N+](=O)[O-] | -3 | 98 | 0 | 97 | 5 | 101 | -6 | 93
COc1ccc(C(CNC(=O)CNC(=O)c2cccc(C)c2)N2CCOCC2)cc1 (stereo not given) | 12 | 110 | 1 | 86 | 7 | 112 | 3 | 99
CC(Oc1ccccc1)C(=O)Nc1ccc(C(N)=O)cc1 (stereo not given) | -1 | 102 | 5 | 111 | 0 | 93 | -15 | 101
COc1cccc(C(=O)N2CCN(C3CCCCC3)CC2)c1 | nt | 102 | nt | 99 | nt | 95 | 7 | 98
COC(=O)CSc1cc(SCC(=O)OC)c(C#N)c(SCC(=O)OC)c1 | -22 | 89 | -1 | 109 | -14 | 86 | 8 | 86

Sorted by length of the SMILES (high to low): part of the list above.
SMILES | procasp7 counter | MEP2-GFP yeast | AHR activator | CR mimetic SO | proCasp3 act | LAP4 TOR yeast | JMJD2C inh | RPL19A-GFP yeast
Cc1cc(NS(=O)(=O)c2ccc(NC(=O)CCCOc3ccc(Cl)cc3)cc2)no1 | 12 | 99 | 10 | 106 | 2 | 91 | 7&-3 | 100
COc1ccc(C(CNC(=O)CNC(=O)c2cccc(C)c2)N2CCOCC2)cc1 (stereo not given) | 12 | 110 | 1 | 86 | 7 | 112 | 3 | 99
CC(C)NC(=O)c1ccc(S(=O)(=O)N(C)C)cc1 | 6 | 101 | 1 | 100 | 0 | 96 | 2 | 103
